Source: PubChem
HEK293 NFkB inh: inhibitors of the PMA/ionomycin-induced NF-kB reporter in HEK293 cells | HEK-293 NF-kB luciferase reporter, luminescence | inhibition, % at 3 µM | 62,000 compounds, 0.21% hits;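 active = inhibition above the mean of all tested compounds plus 3 SD, cut at about 40% in these data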;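 note: 0% = stimulated DMSO wells and 100% = 10 µM reference inhibitor 5653914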
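System – HEK-293 cells with stable firefly luciferase reporter driven by four HIV NF-kB elements · Doses – one dose, 3 µM · Schedule – 1 h compound pre-incubation, 16 h PMA/ionomycin at 37 °C · Technique – luminescence from luciferase substrate reagent · Measure – percent inhibition normalized per plate to DMSO and reference-inhibitor controls · Replicates – tested once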
Jurkat viability: cytotoxic compounds reducing Jurkat cell viability; inhibition, % at 4 µM; Jurkat E6.1 viability, ATP luminescence, 48 h; 56,000 compounds, 1.2% hits;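 active = inhibition above the mean inhibition of all tested compounds plus 3 SD, cut at about 28% in these data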
ROCK2 blocker: ROCK2 (human) kinase inhibition | O75116 | purified ROCK2, Kinase-Glo ATP depletion luminescence | inhibition, % at 6 µM | 60,000 compounds, 0.35% hits;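 active = inhibition above the screen-wide mean inhibition plus 3 SD, cut at about 18% in these data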;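 note: plate controls were DMSO wells for no effect and Y-27632 control wells after no-enzyme background subtraction for full effect; many of its hits are not listed in these tables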
MKP-1 inh: human dual specificity phosphatase 1 inhibition. P28562. recombinant MKP-1, OMFP hydrolysis fluorescence. inhibition, %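 (compounds tested at a single concentration somewhere between 10 and 100 µM)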. 65,000 compounds, 0.15% hits;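 active = inhibition above about 50%, limit read from the data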;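 note: 0% = DMSO max control wells and 100% = wells with enzyme stopped by NaOH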
PKA inh: blocks human protein kinase A activity; P17612; PKA Kemptide phosphorylation, Kinase-Glo ATP luminescence; inhibition, % at 6 µM; 65,000 compounds, 0.1% hits;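 active = inhibition above the screen-wide mean inhibition plus 3 SD, cut at about 21% in these data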; note: many of its hits are not listed in these tables
Cdc25B inh: inhibitors of human Cdc25B phosphatase. recombinant Cdc25B, OMFP fluorescence Ex485/Em525. inhibition, %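 (compounds tested at 10 µM final in the well)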. 65,000 compounds, 0.1% hits. AID 368; in the data active = inhibition above about 50%
MMP-13 inhibitor: inhibitors of human MMP13. 65,000 compounds, 0.07% hits. P45452. inhibition, % at 4 µM. MMP-13 fTHP FRET cleavage, Mca fluorescence. AID 570;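 active = inhibition above the mean of compound-free control plate wells plus 3 SD, cut at about 14% in these data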;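 note: 0% = DMSO wells and 100% = wells with reference MMP-13 inhibitor after basal subtraction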
JNK3 inh: blocks human JNK3 kinase activity | P53779 | purified JNK3 kinase activity, HTS | inhibition, % at 8 µM | 60,000 compounds, 0.61% hits; in the data active = inhibition above about 17%;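 note: 0% = DMSO and 100% = reference inhibitor; many of its hits are not listed in these tables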
TNAP act DEA: activates human TNAP at intermediate phosphate acceptor concentration; P05186; purified TNAP, CDP-star luminescence, 100 mM DEA, 30 min; hits give high values; scale: 0 levamisole-inhibited, 1 vehicle-only enzyme; activation factor at 20 µM; 64,000 tested, under 10 active; AID 813;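 active = activation factor of at least 2 at 20 µM, relative to controls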
The depositor's hits bear a star; / = not tested or not shown; [ ] = dose if it differs, or a comment.

SMILES	HEK293 NFkB inh	Jurkat viability	ROCK2 blocker	MKP-1 inh	PKA inh	Cdc25B inh	MMP-13 inhibitor	JNK3 inh	TNAP act DEA
CCC(=O)N1CCc2cc(S(=O)(=O)CCC(=O)NCCC3=CCCCC3)ccc21	-5	2	6	2	7	10	-6	0	1
CCn1c(=O)cc(OCC(=O)NCCC(C)C)c2ccccc21	13	-12	4	-8	4	-11	2	-6	0.9
Cc1cc(C)nc(N(C#N)CC(=O)N(c2ccccc2)C(C)C)n1	/	/	1	-15	3	-24	-2	1	0.9
Cc1nc(NC2=NCN(CC3CCCO3)CN2)nc2ccccc12 (configuration not stated)	13	-2	5	-9	6	-18	0	1	0.9
Cc1cc(C)n2c(SC/C(O)=C(\C#N)c3nc4ccccc4[nH]3)nnc2n1	-3	8	-2	35	-2	23	-4	6	0.9
O=C(NCc1ccccn1)c1cc2n(n1)C(C(F)(F)F)CC(c1ccco1)N2 (configuration not stated)	8	-6	7	1	11	-3	-1	0	0.9
Cc1c(C(=O)NCCC2=CCCCC2)oc2ccc(S(=O)(=O)N3CCC4(CC3)OCCO4)cc12	29	/	/	15	8	-15	4	/	0.8
CC1CCCCN1CCn1cnc2c([nH]c3ccccc32)c1=O (configuration not stated)	1	1	2	-7	8	0	-18	-1	0.9
COc1cc2nc(CN3C(=O)c4ccccc4C3=O)oc(=O)c2cc1OC	7	4	-2	4	4	-9	-1	-1	1
COc1ccc(NS(=O)(=O)c2ccc(NC(C)=O)cc2)cc1OC	-4	31*	5	-9	9	-8	-2	0	1
CCCCCn1c(C(C)NC(=O)CCC)nc2ccccc21 (configuration not stated)	9	1	-1	14	2	-18	-1	4	1
O=C(CSc1ccc2nnc(-c3ccccn3)n2n1)Nc1ccc2c(c1)OCO2	-3	4	8	14	4	0	-3	5	0.9
Cc1cccc(-c2noc(Cc3ccccc3)n2)c1	-3	-7	5	-7	12	-14	4	-3	0.9
CCNC(=O)CP(=O)(c1ccccc1)c1ccccc1	14	1	0	15	0	-5	2	1	1
COC(=O)C1=C(O)CSC1=Nc1cccc(C(F)(F)F)c1	8	1	6	7	-1	-4	-1	3	0.9
O=C(Nc1ccccc1C(=O)O)c1ncn[nH]1	14	-4	5	11	9	5	0	-1	1
CCOc1ccc(NC(=O)c2cnc3scc(C)n3c2=O)cc1	-5	-2	6	-8	6	-14	4	7	0.9
CCOc1c(Br)cc(C(N)=O)cc1OC	14	/	/	7	1	-4	1	/	0.9
O=S(=O)(Nc1ccc2c(c1)nc1n2CCN(Cc2ccccc2)C1)c1ccc(Cl)cc1	13	1	4	19	10	9	-7	0	1
Cc1[nH]c2ccc3c(ncn3CCC#N)c2c1C	/	/	-5	-20	3	0	-7	-8	0.9
CCn1cc(C(=O)O)c(=O)c2cnc(N3CCN(C(=O)Nc4ccccc4)CC3)nc21	12	-2	0	-21	3	-1	-13	6	/
Cc1ccc(C)c2[nH]c(=O)c(CN(CCCN(C)C)C(=O)NCc3ccccc3)cc12	18	9	7	5	12	-14	-5	2	0.9
CCCCOc1ccc(C(C)NC(=O)C2CCCN(S(=O)(=O)CC)C2)cc1 (configuration not stated)	-6	2	-4	34	0	4	-6	1	0.9
CC(NC(=O)C12CC3CC(CC(C3)C1)C2)C(=O)NCCN(C)C (configuration not stated)	18	-4	4	-3	4	-17	-1	6	1.1
Cn1cccc1C(=O)OCc1csc(-c2ccccc2)n1	-52	-7	3	-10	5	-21	-2	10	1
Cc1ccc(-c2nc(CS(=O)CC(=O)NC3CCCC3)c(C)o2)cc1 (configuration not stated)	20	-5	-3	13	-8	-6	1	-2	0.9
CCOC(=O)C1=C2SCCN2C(=O)C(C#N)C1(C)C (configuration not stated)	12	/	/	7	8	1	4	/	0.9
O=C(c1cccc(Cl)c1)N1CCCC(C(=O)N2CCCCCC2)C1 (configuration not stated)	26	2	5	-11	10	-1	6	-6	1
Cc1cc(S(=O)(=O)NCC(=O)O)ccc1F	-3	-6	-1	0	2	-10	-27	2	1
COc1ccc(S(=O)(=O)N2CCC(C(=O)N3CCc4ccccc4C3)CC2)cc1	2	3	1	-1	-8	-16	-2	-5	1
Cc1cc2ccccc2c(=O)[nH]1	17	-10	10	-22	12	-9	-9	-2	1
O=C1C2ON(c3ccc(Br)cc3)C(c3cccnc3)C2C(=O)N1C1CCCCC1 (configuration not stated)	11	-2	1	13	-1	-10	-1	2	/
COc1ccc(NC(=O)CSc2nnc(Cc3ccccc3)o2)c(OC)c1	8	-5	4	-6	6	-2	3	0	1
c1ccc(-c2nnc3sc(-c4ccncc4)nn23)cc1	7	-1	16	1	11	-3	2	2	0.9
O=C(C1CCN(S(=O)(=O)c2cccc3cccnc23)CC1)N1CCN(c2ccccc2)CC1	17	-1	4	7	6	-7	-3	-1	1
Cc1cc(=O)[nH]c(SCC(=O)Nc2nc(-c3ccccc3)cs2)n1	11	0	8	28	13	1	-1	-3	0.9
CC(=O)N1c2ccccc2C(=O)C1N1CCCCC1 (configuration not stated)	12	/	/	8	8	-1	-22	/	0.9
Cc1nc(CSc2nnc(C)s2)cs1	14	/	/	9	0	3	3	/	0.9
Cn1cnc(S(=O)(=O)NCc2cccs2)c1	-4	-3	4	10	4	3	2	3	0.8
CC(C)C1C(C#N)=C(N)Oc2n[nH]c(-c3cccs3)c21 (configuration not stated)	1	4	1	17	9	-10	0	-2	1
COC(=O)CN1C(=O)C(O)(CC(=O)c2ccc(Br)cc2)c2ccccc21 (configuration not stated)	14	-3	6	11	5	-22	-1	-9	0.9
COc1cccc(N2C(=O)C3C(C2=O)C2C=CC3C23CC3)c1 (configuration not stated)	12	3	4	-12	5	-6	-2	3	0.9
O=C(O)C1C2C=CC3(CN(Cc4ccco4)C(=O)C13)O2 (configuration not stated)	-2	-8	7	1	7	-12	-7	0	0.9
CCCCC(c1nnnn1CC1CCCO1)N1CCN(c2nc3ccccc3s2)CC1 (configuration not stated)	3	7	-1	10	1	-1	2	-15	1
COc1ccccc1Oc1c(C)oc2cc(OC(=O)c3ccco3)ccc2c1=O	6	2	-1	0	-2	4	-48	-2	1

Continued; the last 3 above are carried over.
SMILES	HEK293 NFkB inh	Jurkat viability	ROCK2 blocker	MKP-1 inh	PKA inh	Cdc25B inh	MMP-13 inhibitor	JNK3 inh	TNAP act DEA
O=C(O)C1C2C=CC3(CN(Cc4ccco4)C(=O)C13)O2 (configuration not stated)	-2	-8	7	1	7	-12	-7	0	0.9
CCCCC(c1nnnn1CC1CCCO1)N1CCN(c2nc3ccccc3s2)CC1 (configuration not stated)	3	7	-1	10	1	-1	2	-15	1
COc1ccccc1Oc1c(C)oc2cc(OC(=O)c3ccco3)ccc2c1=O	6	2	-1	0	-2	4	-48	-2	1
CNCCCc1[nH]nc(N)c1C#N	4	-1	3	9	10	4	-1	1	0.9
O=C(O)C1CCCCC1C(=O)N1CC=C(c2ccccc2)CC1 (configuration not stated)	18	-2	7	13	12	-23	3	5	1
CN1CCN(CCCn2cnc3c(=O)oc4ccccc4c32)CC1	14	-4	-1	4	-3	-1	1	1	0.8
CCOC(=O)C1=C(C)NC(C)=C(C(=O)OCC)C1C(=O)OCC(=O)N1CCCCC1CC (configuration not stated)	6	-1	2	7	6	5	3	1	1
CCCOc1ccc(CC(=O)NCc2ccco2)cc1OC	9	-2	0	10	2	3	-3	8	0.9
O=C(NCc1ccco1)C1Cc2ccccc2CN1S(=O)(=O)c1ccccc1F (configuration not stated)	15	1	4	25	3	6	-1	4	1
COc1ccc(CN(C)CC(=O)c2c(N)n(Cc3ccccc3)c(=O)n(C)c2=O)c(OC)c1	5	7	-2	-3	3	5	2	0	0.9
CC1=C(C)C(=O)N(c2ccc(C(=O)O)cc2)C1=O	6	-6	5	5	11	-12	4	3	0.9
Cc1cc2oc(=O)cc(C)c2cc1NC(=O)CCC(=O)O	0	-11	4	12	7	-14	-22	-10	0.9
Cc1ccc(S(=O)(=O)N2CCCC(C(=O)NCC3COCCO3)C2)cc1 (configuration not stated)	6	4	1	-31	2	-6	3	5	0.9
C=CCn1c(SCc2nc3ccccc3[nH]2)nnc1-c1ccccn1	5	-12	1	-13	8	1	1	0	1
Cc1cccc2sc(NC(=O)CN(C)S(=O)(=O)c3ccc(Br)s3)nc12	11	/	/	4	3	-14	-2	/	0.9
CCOc1ccc(-c2nnc(NC(=O)CCCOc3cccc(C)c3)o2)cc1	2	-8	6	26	7	-8	-2	0	0.8
COc1ccc(N2CCN(S(=O)(=O)c3cccc4cccnc34)CC2)cc1	8	-3	-1	-1	5	-11	1	-9	0.9
O=C1C/C(=C/NCc2ccccc2)C(=O)N1	3	2	6	-1	0	1	4	4	0.9

Retrieved one by one from the list above:
SMILES	HEK293 NFkB inh	Jurkat viability	ROCK2 blocker	MKP-1 inh	PKA inh	Cdc25B inh	MMP-13 inhibitor	JNK3 inh	TNAP act DEA
O=C(Nc1ccccc1C(=O)O)c1ncn[nH]1	14	-4	5	11	9	5	0	-1	1
CC(=O)N1c2ccccc2C(=O)C1N1CCCCC1 (configuration not stated)	12	/	/	8	8	-1	-22	/	0.9
CCCOc1ccc(CC(=O)NCc2ccco2)cc1OC	9	-2	0	10	2	3	-3	8	0.9

The listing continues:
SMILES	HEK293 NFkB inh	Jurkat viability	ROCK2 blocker	MKP-1 inh	PKA inh	Cdc25B inh	MMP-13 inhibitor	JNK3 inh	TNAP act DEA
CC[N+](CC)(CCO)CCCN1C(=O)C2CC=C(Cl)CC2C1=O (configuration not stated)	15	-2	-1	2	4	-15	-6	-5	0.9
O=C(O)C1Sc2[nH]c(=O)sc2C2c3cc(Cl)ccc3OC(=O)C12 (configuration not stated)	-4	-2	5	-9	5	-2	2	0	0.9
Cc1cccc(NC(=O)c2cc(-c3ccco3)nc3ccccc23)n1	18	5	0	23	1	20	-67[fluorescence artefact?]	-2	1
O=C(O)C1CCCCC1C(=O)Nc1ccccc1Nc1ccccc1 (configuration not stated)	10	-2	4	5	4	-21	0	-1	1
COC(=O)CCC(NC(=O)OCc1ccccc1)C(=O)NC(CC(C)C)C(=O)OC (configuration not stated)	9	-5	12	8	8	-15	-2	-11	1
O=C1CCCN1c1ccc(S(=O)(=O)N2CCN(c3ccccn3)CC2)cc1	14	4	3	18	4	-10	-2	-1	0.9
COc1ccc(N(CC(=O)Nc2cccc(OC)c2)S(=O)(=O)c2c(C)nn(C)c2C)cc1	13	2	-4	17	-3	6	8	7	0.9
C=CCN(C(=O)CCC(=O)Nc1cc(C)on1)C(C(=O)NC(C)(C)C)c1cccc(OC)c1OC (configuration not stated)	24	0	6	22	11	-11	-1	-1	0.9
Cn1ncc2c(Nc3ccc4ccccc4c3)ncnc21	-19	1	0	7	-4	8	5	5	0.9
O=C(Cc1cccs1)NCc1ccc2c(c1)OCO2	5	9	1	-2	7	2	5	-7	0.9
CC(C)NC(=O)c1ccc(-c2ccccc2C(F)(F)F)o1	-6	2	-3	12	-2	-9	-4	3	0.9
Cc1cc(C(=O)CNCc2ccco2)c(C)n1-c1ccc(F)cc1	-29	0	2	-8	0	-9	1	-2	0.9
COCc1nc2ccccc2n1Cc1ccc(Br)cc1	-2	8	1	5	-1	-7	0	0	0.9
CCOC(=O)C1=C(C)NC(=O)NC1c1ccc(OCC(=O)OC)c(OC)c1 (configuration not stated)	0	6	-7	-3	2	15	6	-3	0.9
CCN(CCCNC(=O)CCc1nc(-c2ccc(OC)cc2)no1)c1cccc(C)c1	3	/	/	17	-13	-14	3	/	1
COc1cc(/C=N/O)ccc1OCc1ccc(C(=O)O)cc1	/	/	3	-22	4	-18	-4	2	0.9
COCCN1Cc2cccc(C(=O)Nc3cccc(OC)c3)c2C1=O	-1	-2	7	23	12	-8	-2	8	1
Cc1ccc(-c2noc(CCC(=O)Nc3ccc(C)cn3)n2)cc1	13	4	-2	4	-7	-1	3	-1	0.9
Cc1ccc(S(=O)(=O)Nc2cc(C(=O)NCCN(C)C)ccc2N2CCCCC2)cc1	7	-4	2	-5	3	-1	-8	-3	1
